Assay outcomes deposited in PubChem by several laboratories.
AGP1-GFP MLPCN: yeast TOR pathway AGP1-GFP modulation | 320,000 tested, 0.02% active | GFP response vs DMSO, % at 10 µM | AID 2066 | S. cerevisiae AGP1-GFP multiplex flow cytometry, 3 h; GFP as percent of DMSO wells;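 active means GFP response relative to DMSO above a set limit, near screen average plus 3 SD, cut at about 150% in these data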;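 further: median GFP channel fluorescence of the gated AGP1 strain per well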
MCL1 BIM primary: inhibitors of human MCL1 binding to BIM-BH3 peptide. inhibition, % at 10.9 µM. 320,000 tested, 0.68% active. GST-MCL1 / FITC-Bim-BH3 fluorescence polarization;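 active means inhibition above the mean inhibition of all tested compounds plus 3 SD, set per campaign, cut at about 40% in these data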;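 further: 0% = DMSO wells and 100% = unlabeled Bim-BH3 peptide control; higher means more loss of mP so more displacement of Bim peptide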
Target sequence (Q07820 whole entry, looked up): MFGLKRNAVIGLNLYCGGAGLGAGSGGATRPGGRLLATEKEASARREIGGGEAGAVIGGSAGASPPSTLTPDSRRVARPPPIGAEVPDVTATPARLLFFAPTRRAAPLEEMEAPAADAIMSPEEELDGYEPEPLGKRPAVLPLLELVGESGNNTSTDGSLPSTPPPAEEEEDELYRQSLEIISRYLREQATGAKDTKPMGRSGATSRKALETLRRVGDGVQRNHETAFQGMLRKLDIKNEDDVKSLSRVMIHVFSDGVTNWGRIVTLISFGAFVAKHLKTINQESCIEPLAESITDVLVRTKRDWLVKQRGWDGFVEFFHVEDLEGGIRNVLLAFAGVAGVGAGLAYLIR
BCLXL inh: Bcl-xL (human) inhibition; Q07817; GST-Bcl-xL / FITC-Bim BH3 peptide fluorescence polarization; inhibition, % at 10.9 µM; 320,000 tested, 0.7% active; AID 2129;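 active means inhibition above the mean of all tested compounds plus 3 SD, cutoff set per campaign, cut at about 30% in these data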;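 further: 0% = DMSO wells and 100% = unlabeled Bim-BH3 peptide competitor; inhibitors lower millipolarization by displacing the labeled peptide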
Target sequence (Q07817 whole entry, looked up): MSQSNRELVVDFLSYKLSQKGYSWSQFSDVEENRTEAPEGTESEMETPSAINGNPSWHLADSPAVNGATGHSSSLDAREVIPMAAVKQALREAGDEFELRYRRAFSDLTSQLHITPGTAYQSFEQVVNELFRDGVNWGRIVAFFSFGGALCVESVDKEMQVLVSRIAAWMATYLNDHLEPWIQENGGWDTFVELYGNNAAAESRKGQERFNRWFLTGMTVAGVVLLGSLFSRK
GRK2 aptamer HTS: blocks RNA aptamer binding to human GRK2; 330,000 tested, 0.59% active; bead flow cytometry, FAM-aptamer displacement from GRK2; P25098; inhibition of aptamer binding, % at 10 µM;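 active means inhibition of aptamer binding above 40%, roughly 3 SD of noise, on plates passing a quality check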;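 further: median bead fluorescence of bound FAM aptamer so fluorescent compounds give negative values; no value below 0 was filed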
VLA-4 inh: inhibition in a human VLA-4 binding assay | 330,000 tested, 0.2% active | VLA-4 expressing cells, ligand binding flow cytometry | AID 2557 | inhibition, % (about 7 µM as worked out from the volumes in the protocol) | P13612; in the data active means inhibition above about 50%
MEX-5 binding: C. elegans MEX-5 TCR-2 RNA binding activity | activity score (negative = inhibition of binding), % at 10 µM | MEX-5/FITC-TCR2 RNA binding, fluorescence polarization; active compounds read low | 300,000 tested, 0.38% active;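 active means inhibition past about -25% in most replicates, and total fluorescence under double the plate's negative control median, limit read from the data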;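 further: 0% = DMSO and -100% = 5 µM competing unlabeled TCR2 RNA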
CIT2-GFP yeast: alters CIT2-GFP fluorescence in TOR pathway yeast screen; 320,000 tested, 0.065% active; GFP response vs DMSO, % at 10 µM; S. cerevisiae CIT2-GFP strain, flow cytometry, 3 h; 100 means same as DMSO wells;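 active means GFP response relative to DMSO above a set limit, near the screen mean plus 3 SD, cut at about 150% in these data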;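 further: ratio of well median GFP fluorescence to mean of DMSO wells on the plate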
GLD-1 TGE inh: GLD-1-TGE RNA interaction inhibition (C. elegans). purified GLD-1 + fluorescein TGE RNA, fluorescence polarization. inhibition, % at 5.96 µM. 320,000 tested, 0.44% active. AID 2280;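 active means percent inhibition above a per-plate cutoff, the plate mean of test compounds plus 3 SD, cut at about 30% in these data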;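 further: 0% = DMSO wells with GLD-1 and probe and 100% = wells lacking GLD-1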
Fam108B inh: blocks mouse Fam108B hydrolase in RBBP9 counter-screen. recombinant Fam108B, FP-Rh probe fluorescence polarization. inhibition, % at 9.51 µM. 300,000 tested, 0.33% active;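 active means inhibition above the screen mean inhibition plus 3 SD, computed separately per campaign, cut at about 18% in these data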;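 further: inhibitors lower polarization as less probe binds the enzyme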
Active calls of the source: *; . = no result given. Outcome played no part in choosing rows. About 2.2% of those tested had a hit in this group.

mol	AGP1-GFP MLPCN	MCL1 BIM primary	BCLXL inh	GRK2 aptamer HTS	VLA-4 inh	MEX-5 binding	CIT2-GFP yeast	GLD-1 TGE inh	Fam108B inh
COc1ccccc1/C=C/C(=O)NCCc1ccccn1	102	-10	0	13	-21	-3.9	108	4	-2
Cc1ccc2cn[nH]c2c1NC(=S)NC(=O)c1ccccc1	115	4	5	2	9	1.1	107	9	-1
O=C(Nc1cccc(Br)c1)c1ccc(Cl)c(S(=O)(=O)N2CCOCC2)c1	106	4	5	0	8	0.6	106	4	-6
O=[N+]([O-])c1c(C(Cl)Cl)nn(-c2ccc(Cl)cc2)c1N1CCCCC1	97	-6	2	0	16	2.5	89	-4	-8
COc1ccccc1C(=O)N1CCc2ccccc21	102	4	2	0	4	-1.6	97	0	-2
O=C(CSc1cccc[n+]1[O-])c1cc(Cl)ccc1Cl	81	2	6	1	10	3.2	79	-7	1
O=C(Nc1ccc(Cl)cc1F)c1ccccc1Br	.	4	-1	1	0	2.3	.	2	3
O=C(Nc1ccc(N2CCCC2)c(Cl)c1)c1cccs1	89	1	3	0	6	-6.2	90	-7	2
Cc1cc(C)c(OCCN(C)C)c(Cl)c1	95	3	5	1	11	0.4	100	-5	1
O=C(Cc1noc2ccccc12)NNC(=S)Nc1ccc(Cl)cc1	102	3	3	0	2	0.2	99	-3	1
N/C(=N\OC(=O)CCCc1ccccc1)c1ccc(Br)cc1	89	1	3	0	13	2.4	102	0	2
COc1ccc(/C(C)=N/N2CCCCC2)c(O)c1	103	2	1	0	6	-0.4	112	-4	9
COc1ccc(C)cc1NC(=O)c1sc2ncnc(N3CCN(c4ccccn4)CC3)c2c1C	103	2	6	2	-17	0.2	101	2	-3
COc1ccc(C)cc1NS(=O)(=O)c1ccc(Cl)nc1	91	1	3	2	6	.	90	2	.
Cc1cccc(N(CC(=O)NCCSCc2ccco2)S(=O)(=O)c2ccccc2)c1	93	-11	-9	0	1	1.9	84	-8	-7
COCC(=O)Nc1ccc(N(C)C)cc1	101	5	7	0	-3	-4.0	.	9	4
CC1CN(S(=O)(=O)c2ccc(NC(=O)CCCN3C(=O)c4ccccc4C3=O)cc2)CC(C)O1 (centres undefined)	.	4	5	2	2	0.3	100	7	2
COc1ccc(CCNC(=O)CN(c2cc([N+](=O)[O-])ccc2OC)S(C)(=O)=O)cc1OC	105	7	9	4	-3	0.3	110	1	-1
C/C(CCC1CC(C)OC1=O)=N\NC(N)=O (centres undefined)	100	0	-1	0	15	-4.4	91	-2	1
O=C(O)c1cccc(Nc2ncnc3sccc23)c1	100	5	3	0	-8	-1.4	103	-5	0

A run of entries of the results above, for reference:
mol	AGP1-GFP MLPCN	MCL1 BIM primary	BCLXL inh	GRK2 aptamer HTS	VLA-4 inh	MEX-5 binding	CIT2-GFP yeast	GLD-1 TGE inh	Fam108B inh
Cc1ccc2cn[nH]c2c1NC(=S)NC(=O)c1ccccc1	115	4	5	2	9	1.1	107	9	-1
O=C(Nc1cccc(Br)c1)c1ccc(Cl)c(S(=O)(=O)N2CCOCC2)c1	106	4	5	0	8	0.6	106	4	-6
O=[N+]([O-])c1c(C(Cl)Cl)nn(-c2ccc(Cl)cc2)c1N1CCCCC1	97	-6	2	0	16	2.5	89	-4	-8
COc1ccccc1C(=O)N1CCc2ccccc21	102	4	2	0	4	-1.6	97	0	-2
O=C(CSc1cccc[n+]1[O-])c1cc(Cl)ccc1Cl	81	2	6	1	10	3.2	79	-7	1
O=C(Nc1ccc(Cl)cc1F)c1ccccc1Br	.	4	-1	1	0	2.3	.	2	3
O=C(Nc1ccc(N2CCCC2)c(Cl)c1)c1cccs1	89	1	3	0	6	-6.2	90	-7	2
Cc1cc(C)c(OCCN(C)C)c(Cl)c1	95	3	5	1	11	0.4	100	-5	1
O=C(Cc1noc2ccccc12)NNC(=S)Nc1ccc(Cl)cc1	102	3	3	0	2	0.2	99	-3	1
N/C(=N\OC(=O)CCCc1ccccc1)c1ccc(Br)cc1	89	1	3	0	13	2.4	102	0	2
COc1ccc(/C(C)=N/N2CCCCC2)c(O)c1	103	2	1	0	6	-0.4	112	-4	9

Continuation:
mol	AGP1-GFP MLPCN	MCL1 BIM primary	BCLXL inh	GRK2 aptamer HTS	VLA-4 inh	MEX-5 binding	CIT2-GFP yeast	GLD-1 TGE inh	Fam108B inh
CC(C)(C)c1ccc2c(c1)OC(C(=O)N/N=C\c1ccccn1)CO2 (centres undefined)	100	-4	-4	0	13	2.7	116	1	2
Cc1ccc(-c2cc(C(=O)Nc3c(C)n(C)n(-c4ccccc4)c3=O)c3ccccc3n2)cc1	95	.	.	2	-15	.	105	-2	.
COc1ccc(Nc2nc(N)nc(CSc3nnc(C)s3)n2)cc1	113	-4	3	0	1	0.1	112	-1	2
O=S1(=O)C=C(SCc2ccc(Cl)c(Cl)c2)Nc2ccccc21	101	3	4	1	-3	0.8	111	2	-15
Nc1nonc1-n1nnc(C(=O)N/N=C/c2ccc(OCc3ccc(F)cc3)cc2)c1COc1ccccc1	105	0	3	1	12	-0.6	103	5	-8
CCCCC(=O)Nc1ccc(C(=O)NCCc2ccc(S(N)(=O)=O)cc2)cc1	102	-6	-3	0	0	-0.5	104	-7	-5
CCCCN(C)C(=O)c1cn(C)c2ccc(S(=O)(=O)N3CCC(C)CC3)cc2c1=O	108	0	1	0	3	0.9	111	1	2
Cc1ccc(C(=O)Cn2nnc3ccccc32)cc1C	100	-4	3	1	1	1.9	89	4	0
N#CCCn1[nH]c(-c2ccccc2)cc1=O	95	-8	4	0	-18	3.0	85	2	-2
CC1(C(=O)N/N=C/c2cc3c(cc2Br)OCO3)CC1(Br)Br (centres undefined)	107	3	2	3	5	3.0	105	-1	4
O=C1N/C(=N/N=C/c2ccccc2O)SC1Cc1ccc(F)cc1 (centres undefined)	105	-3	-2	0	4	.	102	-3	-1
COc1cccc(C2=CC(=O)CC(C)(C)C2)c1	97	4	-3	0	-1	.	99	-1	.
CC1CN(c2snnc2C=C2C(=O)OC(C)(C)OC2=O)CC(C)O1 (centres undefined)	93	8	4	0	1	-0.1	91	0	5
O=C1/C(=C/c2cccnc2)SC(=S)N1N1CCOCC1	109	8	11	2	1	0.2	101	4	-1
Cn1c(=O)c2c(nc3n2CC(CO)O3)n(C)c1=O (centres undefined)	101	7	8	2	-4	0.8	105	6	3
O=C(C1CCCN1C(=O)c1cccs1)N1CCN(S(=O)(=O)c2ccc(F)cc2)CC1 (centres undefined)	96	2	4	1	21	.	96	1	.
CCOC(=O)C1=C(C)Nc2ccccc2N/C1=N\S(=O)(=O)c1cc(C(=O)O)ccc1Cl	98	10	8	11	-4	.	104	-4	.
CC(NS(C)(=O)=O)C(c1cccs1)N1CCN(c2ccc(F)cc2)CC1 (centres undefined)	95	2	2	1	4	1.1	97	3	2
Cc1occc1-c1nnc(SCC(=O)N2c3ccccc3CCc3ccccc32)n1C	93	5	3	0	5	-1.6	93	-1	-6
O=C(c1n[nH]c2c1CCC2)N1CCCC(Nc2cccc(F)c2)C1 (centres undefined)	87	2	0	1	-5	-1.1	91	-7	-1

mol	AGP1-GFP MLPCN	MCL1 BIM primary	BCLXL inh	GRK2 aptamer HTS	VLA-4 inh	MEX-5 binding	CIT2-GFP yeast	GLD-1 TGE inh	Fam108B inh
COc1ccc(S(=O)(=O)N(C)C)cc1NC(=O)COC(=O)c1nn(C)c(=O)c2ccccc12	102	5	1	1	-4	0.1	110	1	1
COc1ccc(N2COC3c4cccc5cccc(c45)C32)cc1 (centres undefined)	101	12	11	2	15	-0.6	95	4	-2
Cn1c(=O)c2c(nc(NCC3CCCO3)n2Cc2cccc(Br)c2)n(C)c1=O (centres undefined)	100	10	7	0	5	1.5	98	8	2
CCOCC(=O)Nc1c(C(=O)Nc2ccc3c(c2)OCO3)oc2ccccc12	108	5	8	0	5	-2.1	106	-1	4
COc1ccc(OC(=O)c2cc(S(=O)(=O)N3CCCC3)ccc2Cl)cc1	111	-4	-1	5	-3	0.1	112	1	-5
COc1ccc(CNC(=S)Nc2ccccc2C)cc1	106	3	7	0	6	2.0	103	5	-3
N#CCC(N)=C(C#N)C#N	94	21	21	0	15	-38*	92	15	-1
Cc1ccc(-c2cc(-c3nnc(SCC(=O)NC(C)C(C)C)n3N)c3ccccc3n2)cc1 (centres undefined)	.	5	5	0	1	0.9	103	3	0
O=C(COC(=O)c1ccco1)NCc1ccc(Cl)cc1	104	8	4	3	5	0.9	110	-9	-3
C/C(=N\NC(=S)NCCc1ccccc1)c1ccc(C)cc1	95	8	4	0	-2	0.8	99	-6	-6
COc1ccc2c(c1)CCc1c(C(=O)N3CCCc4ccccc43)noc1-2	89	8	3	1	.	-1.3	86	3	-4
Cc1cccc(OCCSc2nc3ccccc3n2CC(=O)O)c1	121	4	6	0	15	-0.1	97	1	2
Cc1cc(C)c(O)c(-c2cc(C(=O)Nc3cccnc3)[nH]n2)c1	101	3	-1	0	-1	0.4	93	3	-7
Cc1cc(NC(=O)CSc2nc(C(C)C)nc3sc(C)c(C)c23)no1	105	6	2	0	7	-1.3	105	1	0

3 of the entries above in order of the MCL1 BIM primary value, high to low.
structure	MCL1 BIM primary
N#CCC(N)=C(C#N)C#N	21
Cc1cccc(OCCSc2nc3ccccc3n2CC(=O)O)c1	4
COc1ccc(CNC(=S)Nc2ccccc2C)cc1	3
